High-throughput results from PubChem.
H69AR inhibit – blocks growth of human H69AR lung tumor cells; viability, % at 10 µM; AID 598; H69AR lung tumor viability, ATP luminescence, 72 h; stronger effect = lower value; actives 6% (n = 85,000);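 active = viability at or below 40%; inactive = viability above 40%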;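 note: multidrug resistant small cell line overexpressing MRP-1 efflux transporter; 100% = mean luminescence of untreated control wells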
S1P2 ag – agonists of human S1P2 receptor | O95136 | S1P2-expressing cell line, agonist reporter read-out | activation, % at 4.5 µM | actives 0.46% (n = 97,000); in the data active = activation above about 16%;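 note: 0% = vehicle low control and 100% = maximal reference agonist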
Target sequence (O95136 whole entry, looked up): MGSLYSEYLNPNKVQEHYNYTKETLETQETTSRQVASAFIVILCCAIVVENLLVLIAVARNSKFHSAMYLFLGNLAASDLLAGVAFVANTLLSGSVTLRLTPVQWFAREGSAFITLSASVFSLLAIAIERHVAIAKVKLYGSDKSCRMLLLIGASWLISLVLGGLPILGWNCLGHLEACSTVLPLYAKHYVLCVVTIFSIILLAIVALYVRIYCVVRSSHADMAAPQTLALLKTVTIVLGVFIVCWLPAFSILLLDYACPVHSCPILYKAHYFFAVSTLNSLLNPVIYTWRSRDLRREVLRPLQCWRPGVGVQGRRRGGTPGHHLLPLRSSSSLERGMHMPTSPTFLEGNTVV
S1P2 antag – antagonists of human S1P2 receptor | AID 736 | inhibition, % at 5 µM | actives 0.21% (n = 97,000) | cell-based S1P2 antagonist assay, inhibition at 5 uM; in the data active = inhibition above about 45%;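 note: CRE beta-lactamase reporter cells expressing human S1P2 stimulated with S1P; 0% = agonist at EC80 alone and 100% = agonist plus reference antagonist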
sEH activator – soluble epoxide hydrolase (human) activation | AID 717 | purified human sEH enzymatic activity, activator screen | actives 0.04% (n = 91,000) | activation, % at 2 µM; in the data active = activation above about 37%; note: values of inactives mirror those of a sister screen read the other way
Target sequence (P34913 whole entry, looked up): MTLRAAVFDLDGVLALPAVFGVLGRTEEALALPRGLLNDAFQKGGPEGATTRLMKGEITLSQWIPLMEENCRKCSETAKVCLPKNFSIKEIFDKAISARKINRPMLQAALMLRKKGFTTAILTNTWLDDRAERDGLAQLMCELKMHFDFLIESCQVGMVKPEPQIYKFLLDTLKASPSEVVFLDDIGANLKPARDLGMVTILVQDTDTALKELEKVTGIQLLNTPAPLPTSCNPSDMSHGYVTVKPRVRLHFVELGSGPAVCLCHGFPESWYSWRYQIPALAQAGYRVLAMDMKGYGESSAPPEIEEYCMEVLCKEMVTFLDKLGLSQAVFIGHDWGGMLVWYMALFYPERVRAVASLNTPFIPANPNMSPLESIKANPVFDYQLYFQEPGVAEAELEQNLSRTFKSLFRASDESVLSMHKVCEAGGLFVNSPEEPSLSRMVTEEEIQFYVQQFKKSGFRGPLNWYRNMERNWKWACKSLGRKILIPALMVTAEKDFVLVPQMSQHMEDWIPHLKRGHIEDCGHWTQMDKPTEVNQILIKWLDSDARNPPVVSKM
Lung fibro prol – blocks proliferation of human lung fibroblasts. viability, % at 10 µM. LL 47 human lung fibroblast viability, ATP luminescence; stronger effect = lower value. actives 1.1% (n = 85,000);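 active = viability at or below 50% in the single dose screen; inactive = viability above 50%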;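 note: compound exposure lasted 72 h before the ATP readout; 100% = median luminescence of untreated cell-only wells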
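Material: human lung fibroblast line LL 47, low passage; Evaluation: viability percentage against median untreated-cell control; Buffer or medium: 15% FBS in IMEM; Incubation: 72 h compound exposure at 37 °C after overnight plating; Dosing: 0.1% DMSO in all compound wells; Measured by: CellTiter-Glo luminescence.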
PostGolgi ctrl – growth of the yeast control strain, post-Golgi counter-screen | efflux-deficient yeast background strain, growth absorbance A615, 16 h | inhibition, % at 10 µM | actives 5% (n = 98,000); in the data active = inhibition above about 30%
PTPN22 act – increases human PTPN22 phosphatase activity; AID 697; actives 0.11% (n = 96,000); Q9Y2R2; recombinant LYP, DiFMUP fluorescence; 0 = plate median, 100 = signal doubled; activation, % at 2 µM;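 active = activation at 2 µM above a set limit, the mean plus 5 SD, cut at about 37% in these data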
HUVEC inhibit – human endothelial cell proliferation inhibition; HUVEC proliferation, CellTiter-Glo luminescence, 72 h; stronger effect = lower value; viability, % at 10 µM (by protocol); actives 1.1% (n = 86,000);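 active = viability at or below 30%; inactive = viability above 30%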;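 note: 100% = median luminescence of DMSO-only cell control wells on each plate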
sEH inh – inhibitors of human soluble epoxide hydrolase; P34913; recombinant human sEH enzymatic activity assay; inhibition, % at 2 µM; actives 0.34% (n = 91,000); AID 707; in the data active = inhibition above about 80%; note: values of inactives mirror those of a sister screen read the other way; many of its hits are not listed in these tables
Numbers without * were called inactive; / = not tested or not shown. Not all compounds are listed; rates above refer to the full screens.

compound,H69AR inhibit,S1P2 ag,S1P2 antag,sEH activator,Lung fibro prol,PostGolgi ctrl,PTPN22 act,HUVEC inhibit,sEH inh
Cc1ccc(Cn2nnc3c(=O)[nH]c(C(=O)NCc4ccco4)nc32)cc1,116,/,/,/,105,2,/,101,/
O=S(=O)(c1ccccc1)N(Cc1nc(-c2ccccc2)no1)C1CCCCC1,104,0,-2,-10,100,16,6,101,9
COc1ccc(S(=O)(=O)N(Cc2cc3cc(C)ccc3[nH]c2=O)CC2CCCO2)cc1 (configuration not stated),78,-3,-14,-9,103,6,1,103,10
CCN(CC)CCNc1ncnc2c1[nH]c1ccc(OC)cc12,82,-6,14,/,94,5,-1,76,/
CC(=O)Nc1cccc(OC(=O)N2CCOCC2)c1,99,-5,-2,9,103,6,-3,108,-9
Cc1ccc2nsnc2c1S(=O)(=O)N(Cc1ccco1)Cc1cc2ccc(C)c(C)c2[nH]c1=O,/,-6,6,/,/,12,3,/,/
CCOc1ccc2nc(SCC(=O)c3ccccc3)sc2c1,63,1,-9,-11,108,0,1,114,8
COc1ccccc1N1CCN(C(=O)Cn2nnc(-c3ccncc3)n2)CC1,85,-5,-2,4,98,-2,-7,90,-2
CCOC(=O)NC(NC(=O)OCC)C(=O)c1ccccc1,/,-6,21,-1,/,-3,-8,/,-1
COc1ccccc1N1CCN(c2nc(C)nc3c2oc2ccccc23)CC1,41,4,-10,6,53,29,-5,43,-8
CCS(=O)(=O)N1CCCC(C(=O)NCc2ccccc2Cl)C1 (configuration not stated),106,-5,9,-52,103,0,5,109,51
Cc1c(NS(=O)(=O)c2ccc3c(c2)n(C)c(=O)n3C)c(=O)n(-c2ccccc2)n1C,96,-1,-12,16,99,-1,5,92,-14
CN(C)S(=O)(=O)c1ccc(-c2ccccc2)cc1,90,-7,-7,-4,88,2,-8,98,3
Fc1ccc(-c2ccnc(=S)[nH]2)cc1,/,-1,-7,14,/,-2,-2,/,-12
CCOC(=O)N1CCN(c2nc(=S)n(-c3ccccc3)c(C)c2C(C)=O)CC1,90,-4,6,8,99,-10,19,96,-7
NC(=O)COc1ccc(C2c3c(oc4ccccc4c3=O)C(=O)N2CC2CCCO2)cc1 (configuration not stated),77,-2,3,10,108,2,-8,104,-14
Cc1ccc(O)c(-c2cc(-c3cccc(F)c3)n[nH]2)c1,0.6*,1,-20,-5,82,70*,25,28*,6
C/C(=N\OC(=O)c1ccc(Cl)cc1)c1nccs1,/,-3,6,8,/,12,6,/,-9
CCn1c(Cc2ccccc2)nnc1SCC(=O)Nc1ccc2c(c1)OCCO2,93,-3,6,-10,96,4,0,94,10
Cc1nc2ccc(Cc3ccc4nc(C)[nH]c4c3)cc2[nH]1,98,-3,9,10,97,/,5,92,-5
COc1cc2cc(C(=O)O)n(C)c2c(OC)c1OC,102,1,1,1,99,4,-2,100,-2
CCCOC(=O)Cc1n[nH]c(=O)[nH]c1=O,/,0,10,17,/,-1,6,/,-15
O=C(Cc1ccc(Cl)cc1)N/N=C1\CCCc2ccccc21,/,-3,2,-71,/,26,2,/,71
CCOC(=O)c1cccc(NC(=O)CSc2nnc(-c3cccnc3)n2CC)c1,78,-8,20,-8,104,5,3,102,9
O=C(CSc1ncnc2sc3c(c12)CCCC3)N1CCC(c2noc3ccc(F)cc23)CC1,70,-8,16,-14,97,12,-8,82,11
COc1ccc(-c2cc(C(=O)N3CC4(C)CC3CC(C)(C)C4)no2)cc1 (configuration not stated),83,1,-2,11,104,34*,-5,86,-9
C/C(=N\NS(=O)(=O)c1cccc([N+](=O)[O-])c1)c1cc2ccccc2o1,/,-4,2,-6,/,0,2,/,7
CCn1cc([N+](=O)[O-])c(C(=O)Nc2c(C)nn(Cc3c(F)c(F)c(F)c(F)c3F)c2C)n1,/,-2,-38,12,/,-2,14,/,-9
C=CCOc1ccc2ccccc2c1/C=N/O,108,-5,-1,0,100,17,2,94,-1
CN(C)S(=O)(=O)c1cccc(C(=O)OCC(=O)c2ccc3c(c2)NC(=O)CO3)c1,/,-6,10,-4,/,7,11,/,4

Given as labelled records: entries from further up
molecule: COc1ccccc1N1CCN(c2nc(C)nc3c2oc2ccccc23)CC1
  H69AR inhibit: 41
  S1P2 ag: 4
  S1P2 antag: -10
  sEH activator: 6
  Lung fibro prol: 53
  PostGolgi ctrl: 29
  PTPN22 act: -5
  HUVEC inhibit: 43
  sEH inh: -8

molecule: CCS(=O)(=O)N1CCCC(C(=O)NCc2ccccc2Cl)C1 (configuration not stated)
  H69AR inhibit: 106
  S1P2 ag: -5
  S1P2 antag: 9
  sEH activator: -52
  Lung fibro prol: 103
  PostGolgi ctrl: 0
  PTPN22 act: 5
  HUVEC inhibit: 109
  sEH inh: 51

(continued)
compound,H69AR inhibit,S1P2 ag,S1P2 antag,sEH activator,Lung fibro prol,PostGolgi ctrl,PTPN22 act,HUVEC inhibit,sEH inh
O=C(C1COc2ccccc2O1)N1CCN(c2ccccc2F)CC1 (configuration not stated),100,-5,1,2,97,18,-5,103,-3
Cn1c(=O)c2c3c(sc2n2c(SCC(N)=O)nnc12)CC(C(C)(C)C)CC3 (configuration not stated),66,-1,-2,-2,89,11,3,73,5
CCC(=O)N1CCN(c2ccc(NC(=O)c3cc4ccccc4o3)cc2)CC1,75,-3,-16,2,102,/,-2,63,-2
COCCNCC(=O)C12CC3CC(CC(C3)C1)C2,96,-5,0,11,92,3,-3,97,-11
Nc1ccc(S(=O)(=O)c2cccc(N)c2)cc1,107,-1,-12,-26,100,2,3,88,29
COC(=O)c1[nH]c2cccc(C)c2c1NC(=O)CN1CCCc2ccccc21,60,-10,11,-2,87,20,-11,82,0
Cc1c(Br)c(=O)[nH]c(=O)n1COCc1ccccc1,88,-5,6,-1,94,0,-1,93,1
Nc1ccc(C(=O)OCc2nc3ccccc3[nH]2)cc1,95,-5,18,2,97,5,5,103,-2
COc1ccc2nc3oc(C(=O)N4CCC(C(N)=O)CC4)cc3cc2c1,92,-2,10,2,99,16,1,100,-5
CCOc1ccc(NC(=O)CN2C(=O)COc3ccc(Cl)cc32)cc1,108,-5,15,0,98,10,-1,106,-1
COc1ccc(OC)c(S(=O)(=O)N2CCN(C34CC5CC(CC(C5)C3)C4)CC2)c1,91,-1,11,0,108,3,7,84,-2
CC(=O)c1ccc(NS(=O)(=O)c2ccc(C)cc2)cc1,/,-3,-8,1,/,12,10,/,2
CC1CCCCN1C(=O)c1ccc(C(=O)N2CCCCC2C)cc1 (configuration not stated),75,-2,-18,/,/,11,7,108,/
O=C1CCC(Cc2ccccc2)N1 (configuration not stated),99,/,/,/,99,0,/,105,/
CCCc1cc(C(=O)NCC(C)C)no1,97,-2,9,4,101,5,6,114,-3
COc1ccc(N2CCN(CCNC(=O)CCCn3c(=O)[nH]c4cc(Cl)ccc4c3=O)CC2)cc1,/,-6,2,-45,/,21,8,/,47
CCOC(=O)CSc1cc(C)nc(N)n1,100,-3,-15,-6,104,5,12,95,4
COc1ccccc1CN(Cc1cc2c(C)ccc(C)c2[nH]c1=O)Cc1nnnn1Cc1ccco1,41,-6,-1,4,93,19,-7,70,-5
CC(C)CCNC(=O)CNC(=O)c1cccs1,96,-4,-14,-9,105,15,3,102,7
CCCC1(C(=O)O)NC(c2ccccc2O)C2C(=O)N(c3cccc(Cl)c3)C(=O)C21 (configuration not stated),102,/,/,0,100,-5,3,102,4
COCCN(C(=O)CNC(=O)c1cccs1)C(C(=O)NC1CCCCC1)c1ccco1 (configuration not stated),59,-2,11,-2,104,-3,-7,94,2
Cc1cc(NS(=O)(=O)c2ccc(NC(=O)CCCC(=O)O)cc2)nc(C)n1,/,-4,18,11,/,-5,-1,/,-13
CC(=O)c1cccc(NC(=O)Oc2ccccc2)c1,104,-2,12,-6,107,6,1,92,6
Cn1c(=O)cc(SCC(=O)N2CCN(Cc3ccc4c(c3)OCO4)CC2)c2ccccc21,100,-6,-2,/,86,23,0,68,/
CC(=O)c1cccc(NC(=O)C2CCCN(S(=O)(=O)c3ccc(F)cc3)C2)c1 (configuration not stated),86,2,-24,-10,99,2,-10,85,11
Cc1ccc(C)c(NC(=O)CCC(=O)OC(C(=O)c2ccccc2)c2ccccc2)c1 (configuration not stated),/,-3,-11,2,/,8,3,/,-3
CC(C)(C)n1nnnc1C(c1cccs1)N(Cc1cccnc1)CC1CCCO1 (configuration not stated),90,-5,-9,1,97,8,-4,98,-2
CC(C)c1ccc(/C=C2\CC/C(=C\C=N\N(C)C)C2=O)cc1,89,-2,-16,1,95,3,-12,56,-4
Cc1ccc2c(c1)N(CCCC(=O)NCC1COc3ccccc3O1)C(=O)CO2 (configuration not stated),70,-7,19,-33,101,15,12,99,32
CCOC(=O)C1CCCN(Cc2cc(Br)ccc2OC)C1 (configuration not stated),104,/,/,/,101,2,/,108,/
Cc1ccc2oc(-c3cccc(NC(=O)c4ccc(Br)o4)c3C)nc2c1,97,-4,-6,-10,109,0,2,109,12
CCOC(=O)C1CCCN(C/C(O)=C(\C#N)c2nc(-c3ccc(Cl)cc3)cs2)C1 (configuration not stated),70,0,10,9,95,8,9,93,-7
O=S(=O)(N1CCCCC1)n1c(Cc2ccccc2)nc2ccccc21,85,-7,4,-8,90,37*,0,83,7
O=C(Nc1cccc(O)c1)c1cc(-c2ccco2)on1,/,-5,1,19,/,3,1,/,-22
Cc1ccc(OCCn2c(=O)cnc3ccccc32)cc1,19*,-3,-8,-10,58,/,2,40,7
Oc1c(Br)cc(Br)cc1/C=N/c1nc2c(s1)CCCC2,/,-4,13,8,/,9,6,/,-5
CCOc1ccccc1N1CC(C(=O)Nc2ccc(C(=O)O)cc2)CC1=O (configuration not stated),81,-4,-7,0,106,-6,4,107,2
CC1(C)CC(NC(=O)C(F)(F)F)CC(C)(C)N1OC(=O)c1ccco1,101,/,/,/,94,9,/,97,/
Cc1cc2cc(CNC(=O)Nc3cccc(Cl)c3)ccc2n1C,104,-4,-3,-72,92,-9,8,97,72
CC(Sc1nnc(-c2cccs2)n1-c1ccccc1)C(=O)NCc1ccc2c(c1)OCO2 (configuration not stated),39*,-4,19,0,103,6,-4,102,3
CCN(CC)S(=O)(=O)c1ccc2[nH]c(=O)[nH]c2c1,92,/,/,/,104,0,/,97,/
Cc1noc(C)c1S(=O)(=O)N1CCCC(C(=O)Nc2ccc(Cl)cn2)C1 (configuration not stated),/,-4,6,-23,/,7,-8,/,25
CS(=O)(=O)Nc1ccc(C(=O)NCCSCc2ccco2)cc1,98,-5,-30,0,92,1,5,92,-2
Cc1c(C)c2ccc(OC3CCCCC3=O)cc2oc1=O (configuration not stated),83,/,/,/,93,5,/,100,/
O=C1NCCCC2c3c(cc(Br)c(O)c3Br)OC12N1CCCCC1 (configuration not stated),89,-5,-25,4,98,12,28,91,-4
Cc1cccc(N2C(=O)CC(N(C(=O)c3ccco3)c3cccc(C)c3)C2=O)c1 (configuration not stated),88,-1,-4,4,99,/,-2,103,0
Cn1c(=O)[nH]c(=O)c2[nH]c(N(Cc3ccccc3)Cc3ccccc3)nc21,55,5,56*,0,87,-3,-1,79,-1
CC(=O)NNc1ccc(C(F)(F)F)cc1[N+](=O)[O-],93,-4,5,13,102,/,2,96,-9

Some values from the list:
`CC(Sc1nnc(-c2cccs2)n1-c1ccccc1)C(=O)NCc1ccc2c(c1)OCO2` (configuration not stated) | Lung fibro prol = 103
`CC1(C)CC(NC(=O)C(F)(F)F)CC(C)(C)N1OC(=O)c1ccco1` | H69AR inhibit = 101
